Screening data deposited in PubChem BioAssay by The Scripps Research Institute Molecular Screening Center.
EBNA-1 inh – blocks EBNA-1 binding to DNA; EBNA-1 DNA binding, fluorescence polarization; inhibition, % at 14.8 µM; hit rate 0.34% among 300,000; in the data active = inhibition above about 28%
pPAFAH inh – inhibitors of human plasma PAF acetylhydrolase (pPAFAH); inhibition, % at 3.39 µM; AID 463082; Q13093; hit rate 1.5% among 330,000; recombinant pPAFAH, FP-rhodamine probe fluorescence polarization;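 active = inhibition above the mean inhibition across the screen plus 3 SD, cut at about 25% in these data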;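 also: inhibitors block binding of the rhodamine activity-based probe so polarization drops; 0% = enzyme with DMSO and 100% = wells lacking pPAFAH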
LYPLA1 counter – LYPLA1 (human) inhibition in PME1 counter-screen. hit rate 0.16% among 320,000. O75608. inhibition, % at 5.9 µM. recombinant LYPLA1, FP-Rh probe fluorescence polarization;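 active = inhibition above the mean of all tested compounds plus 3 SD, set per campaign, cut at about 14% in these data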;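 also: inhibitors block serine hydrolase probe labeling of LYPLA1 so polarization falls; 0% = enzyme with DMSO and 100% = wells lacking LYPLA1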
PREPL inh – inhibitors of human prolyl oligopeptidase-like enzyme PREPL. Q4J6C6. recombinant PREPL, fluorescence polarization activity-based probe. inhibition, % at 5.96 µM. hit rate 0.68% among 320,000. AID 2751; in the data active = inhibition above about 43%;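 also: 0% = enzyme with DMSO and 100% = wells lacking enzyme; many of its hits are not listed in these tables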
Target sequence (Q4J6C6 whole entry, looked up): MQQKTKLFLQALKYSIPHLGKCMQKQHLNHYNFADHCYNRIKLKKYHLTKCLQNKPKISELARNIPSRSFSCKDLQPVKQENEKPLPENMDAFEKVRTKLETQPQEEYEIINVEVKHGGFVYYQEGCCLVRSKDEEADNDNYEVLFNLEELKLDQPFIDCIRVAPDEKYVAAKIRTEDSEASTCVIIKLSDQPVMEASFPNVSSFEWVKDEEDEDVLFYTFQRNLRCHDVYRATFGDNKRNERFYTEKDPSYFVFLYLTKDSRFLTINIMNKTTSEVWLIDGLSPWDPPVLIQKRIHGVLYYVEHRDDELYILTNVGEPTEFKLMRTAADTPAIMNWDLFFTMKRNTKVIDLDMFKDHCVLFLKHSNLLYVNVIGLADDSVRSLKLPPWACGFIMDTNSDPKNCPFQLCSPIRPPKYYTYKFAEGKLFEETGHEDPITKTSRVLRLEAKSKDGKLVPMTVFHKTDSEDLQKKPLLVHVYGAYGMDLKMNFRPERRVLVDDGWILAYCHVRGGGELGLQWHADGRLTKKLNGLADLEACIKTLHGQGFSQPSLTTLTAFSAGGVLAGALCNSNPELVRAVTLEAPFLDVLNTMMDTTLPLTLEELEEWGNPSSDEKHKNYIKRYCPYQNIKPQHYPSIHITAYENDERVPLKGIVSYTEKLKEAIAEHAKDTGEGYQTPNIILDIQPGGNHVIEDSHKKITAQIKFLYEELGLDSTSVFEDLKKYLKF
PAFAH1B3 inh – PAFAH1B3 (human) inhibition; hit rate 0.28% among 340,000; AID 492972; recombinant PAFAH1B3, FP-rhodamine probe, fluorescence polarization; inhibition, % at 3.39 µM;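 active = inhibition above the screen-wide average of all tested compounds plus 3 SD, cut at about 25% in these data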;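 also: 0% = enzyme with DMSO only and 100% = wells lacking PAFAH1B3 protein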
LYPLA2 inh – counter-screen for PME1 inhibitors: inhibitors of human LYPLA2 | O95372 | recombinant LYPLA2, FP-Rh probe fluorescence polarization | inhibition, % at 5.9 µM | hit rate 0.38% among 320,000 | AID 2177;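 active = inhibition above the screen-wide mean plus 3 SD, limit set per campaign, cut at about 26% in these data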;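 also: 0% = LYPLA2 with DMSO and 100% = wells lacking LYPLA2 enzyme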
PAFAH2 FP inh – PAFAH2 (human) inhibition; Q99487; recombinant PAFAH2, FP-rhodamine activity probe, fluorescence polarization; inhibition, % at 3.39 µM; hit rate 0.99% among 340,000; AID 492956;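 active = inhibition above the mean over all tested compounds plus 3 SD, cut at about 30% in these data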;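 also: inhibitors block probe labeling of enzyme so polarization drops; 0% = enzyme with DMSO and 100% = wells lacking PAFAH2 protein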
PAFAH1B2 FP inh – blocks human PAF acetylhydrolase 1b catalytic subunit 2; hit rate 1.2% among 340,000; inhibition, % at 3.39 µM; recombinant PAFAH1B2, FP-rhodamine activity probe, fluorescence polarization; P68402;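 active = inhibition above the mean of all tested compounds plus 3 SD, cut at about 24% in these data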;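 also: 0% = enzyme with DMSO and 100% = wells lacking PAFAH1B2; many of its hits are not listed in these tables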
ZTA counter – ZTA (EBV) inhibition in EBNA-1 counter-screen | P03206 | ZTA-DNA binding, fluorescence polarization | AID 2234 | inhibition, % at 11 µM | hit rate 0.15% among 320,000; in the data active = inhibition above about 33%
Target sequence (P03206 whole entry, looked up): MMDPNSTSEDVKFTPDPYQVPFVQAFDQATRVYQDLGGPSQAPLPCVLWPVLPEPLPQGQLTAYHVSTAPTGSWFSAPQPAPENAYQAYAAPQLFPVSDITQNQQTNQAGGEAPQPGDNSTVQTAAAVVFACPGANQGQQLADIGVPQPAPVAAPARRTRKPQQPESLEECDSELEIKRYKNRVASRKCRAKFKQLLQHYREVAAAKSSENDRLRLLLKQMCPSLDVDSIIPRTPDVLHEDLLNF
Starred values were filed as active, the others as inactive; · = not tested or not shown.

SMILES	EBNA-1 inh	pPAFAH inh	LYPLA1 counter	PREPL inh	PAFAH1B3 inh	LYPLA2 inh	PAFAH2 FP inh	PAFAH1B2 FP inh	ZTA counter
COc1ccc(Cl)cc1NC(=O)[C@@]1(CC(=O)O)CC(/C=C/c2ccccc2)=NO1	0	1	-2	13	3	3	4	7	-1
CC(=O)Nc1ccc(NC(=O)C(C)OC(=O)COc2ccc(Nc3ccccc3)cc2)cc1 (configuration not stated)	·	14	-2	11	8	4	-2	-3	-2
Cc1ccc(C)c(N2CCN(S(=O)(=O)c3cccc4cccnc34)CC2)c1	-10	-1	-4	-3	-4	-4	4	3	-1
Cc1cccc(-c2n[nH]c(=S)n2Cc2ccccc2)c1	10	-2	6	-5	0	5	5	11	9
NNc1ccc2c(C(F)(F)F)cc(C(F)(F)F)nc2n1	9	4	-2	1	-2	1	1	3	-15
COc1ccc(OC)c(Nc2nc(NCCCN(C)C)nc(N)c2[N+](=O)[O-])c1	-9	11	2	47*	-6	1	-1	6	-13
Clc1ccc(-c2n[nH]c3c2CCCC3)cc1	-4	18	-5	-21	7	-1	-1	7	-7
CC1Sc2ccc(S(=O)(=O)CCC(=O)NCc3ccccc3)cc2NC1=O (configuration not stated)	7	3	-3	-3	-4	6	-1	4	7
NC(=O)C(CCC(=O)c1ccc(Br)cc1)S(=O)(=O)c1ccccc1 (configuration not stated)	9	6	-2	-7	2	-1	6	3	15
O=C(NC1CCCC1)c1cc(-c2ccc(F)cc2)on1	8	6	1	11	-2	1	9	-1	2
O=C(Nc1ccccc1)c1nc2ccccc2s1	-9	-9	-4	-9	-2	-16	-1	-1	5
O=C(Nc1cccnc1)Nc1ccccn1	9	3	5	-1	-4	6	6	4	10
O=C(OCCN1CCN(C2=NS(=O)(=O)c3ccccc32)CC1)c1cccc(Br)c1	2	2	0	24	-1	5	-2	5	2
CC1CCN(C(=O)CCCNC(=O)Cn2cnc3sc4c(c3c2=O)CCCC4)CC1	3	1	1	20	7	4	-6	2	3
COC(=O)c1ccccc1NC(=S)NC(=O)COc1ccccc1	12	4	-2	7	4	7	4	2	11
COc1ccc(NC(=S)NC(NC(=O)CCl)C(Cl)(Cl)Cl)c([N+](=O)[O-])c1 (configuration not stated)	3	-4	-4	5	5	2	12	-1	11
CCC(=O)N1CCN=C1SCc1c(F)cccc1Cl	2	6	0	3	8	4	0	-14	15
CCNS(=O)(=O)c1ccc(NS(=O)(=O)c2cc(C)ccc2C)cc1	8	1	0	-3	12	-3	-3	-4	8
O=P(OC1CCCCC1)(OC1CCCCC1)C(Nc1ccccc1)c1cccnc1 (configuration not stated)	-5	7	2	7	4	4	6	10	-9
CCn1c(SC)nnc1-c1ccc(S(=O)(=O)N2CCCCC2)cc1	11	-1	0	2	3	0	11	2	8
CCc1c2ccccc2nn1-c1ccccc1C(=O)C(C)=O	4	1	-1	-9	7	11	0	4	8
COc1ccc(-c2csc(NC(=O)COc3ccc(N(C)S(=O)(=O)c4ccc(C)cc4)cc3)n2)cc1	17	-10	-14	-4	-11	-30	-25	-8	3
COc1ccc(CC(=O)N/N=C(\C)CC(=O)Nc2ccc(N(C)C)cc2)cc1	10	5	0	-7	2	4	3	-2	-3
Cc1cccc(N=C/C(C(=O)C(F)(F)F)=C(\O)c2ccco2)c1	7	1	2	2	-4	-4	2	3	8
CCOC(=O)c1cnc2c(Cl)c(Cl)ccc2c1N1CCN(C)CC1	1	0	0	11	3	-2	-2	4	11

Complete entries, looked up by structure. Order of screens: EBNA-1 inh	pPAFAH inh	LYPLA1 counter	PREPL inh	PAFAH1B3 inh	LYPLA2 inh	PAFAH2 FP inh	PAFAH1B2 FP inh	ZTA counter
O=C(Nc1cccnc1)Nc1ccccn1 is listed with 9	3	5	-1	-4	6	6	4	10
CC1Sc2ccc(S(=O)(=O)CCC(=O)NCc3ccccc3)cc2NC1=O (configuration not stated) is listed with 7	3	-3	-3	-4	6	-1	4	7
CC(=O)Nc1ccc(NC(=O)C(C)OC(=O)COc2ccc(Nc3ccccc3)cc2)cc1 (configuration not stated) is listed with ·	14	-2	11	8	4	-2	-3	-2

Going on with the list:
SMILES	EBNA-1 inh	pPAFAH inh	LYPLA1 counter	PREPL inh	PAFAH1B3 inh	LYPLA2 inh	PAFAH2 FP inh	PAFAH1B2 FP inh	ZTA counter
COc1ccc(NC(=O)CSCC(=O)Nc2cccc3ncccc23)cc1	0	-1	-2	9	4	-7	6	4	-4
COc1ccc(C(=O)NCc2ccncc2)cc1OC	-2	4	-1	0	5	0	7	2	4
COc1cc(N)ccc1NC(=O)c1cc2ccccc2o1	-24	-4	-1	7	12	-7	4	-3	-10
Cc1cccc(NC(=O)CCN2CC(C)CC(C)C2)c1 (configuration not stated)	-16	-1	-3	14	12	-1	5	0	6
NC(=O)c1ccc(F)cc1	-11	-6	-2	14	-1	-1	10	19	0
NS(=O)(=O)c1ccc(NC(=O)NC2CCCCC2)cc1	3	-1	-3	1	0	-4	3	3	9
O=C(C1=C(O)C(=O)N(Cc2ccco2)C1c1cccs1)c1cccs1 (configuration not stated)	-4	2	0	-3	7	0	4	6	-6
CCCCn1c(O)c(N=NC(=O)Cn2c(C(F)(F)F)nc3ccccc32)c2ccccc21	2	2	-1	-1	11	6	-3	-3	11
Cc1ccc(NC(=O)CN(C)C(=O)CSc2n[nH]c(N)n2)cc1	-3	1	2	1	6	3	5	1	10
COc1ccc(CNC(=O)CCc2ccc(S(=O)(=O)N3CCCCCC3)cc2)cc1	·	17	1	13	1	8	2	-1	-6
COc1ccc(OCC(NS(=O)(=O)c2ccc(-n3cnnn3)cc2)C(C)C)cc1 (configuration not stated)	-9	0	-1	13	11	5	3	-2	-6
OCc1c(Cl)nc2ccccn12	4	0	0	-1	5	-3	-4	-1	4
COc1cccc(NC(=O)C2CCN(S(=O)(=O)c3ccc4c(c3)N(C(C)=O)CCO4)CC2)c1	-3	3	3	-3	9	3	0	7	-1
CCOc1ccccc1N1CCN(Cc2ccco2)CC1	-5	5	-4	2	7	2	-6	0	-17
CCCSc1nc(-c2ccccc2)cc(C(F)(F)F)c1C#N	1	-3	-4	3	11	-1	8	0	5
COC(=O)C(C)N(C(=O)c1ccc(Cl)cc1)c1c(C)cccc1C (configuration not stated)	-5	-1	-2	-5	3	5	1	0	-4
COc1ccc(CC2(CO)CCN(Cc3cccc4nccnc34)CC2)cc1	-7	4	0	-7	13	3	11	5	-5
Cc1ccc(CCNC(=O)CCn2ccc3cc(S(=O)(=O)N4CCCC4)ccc32)cc1	-1	1	1	2	5	5	-3	0	1
CCCCC(=O)Nc1ccc(C(=O)NNC(=O)c2ccc(C)c(Br)c2)cc1	-5	-6	-7	-3	-5	-11	1	0	1
Cc1ccc(S(=O)(=O)/N=C(/Nc2ccc(F)cc2F)c2ccccc2)cc1	3	1	-4	0	5	0	-6	2	0
CCOC(=O)c1c(NC(=O)c2ccc(S(=O)(=O)N3CCOCC3)cc2)sc2c1CCN(C)C2	-11	-8	7	15	4	11	-5	-3	0
Cc1cc(NC(=O)CC(C)C)c(=O)n(Cc2ccccc2F)c1	4	4	2	4	0	1	4	0	-2
Fc1ccc(F)c(CNc2ncnc3cc(Cl)ccc23)c1	13	3	-5	-3	-1	1	-5	4	14
O=C(CSc1ccsc1[N+](=O)[O-])NCCc1ccccc1	-15	6	4	-1	-10	7	-1	8	-24
COC(=O)Cc1c(C)c2cc(Cl)c(OC(=O)c3ccco3)cc2oc1=O	-13	1	1	6	-6	0	5	1	6
(more compounds)
SMILES	EBNA-1 inh	pPAFAH inh	LYPLA1 counter	PREPL inh	PAFAH1B3 inh	LYPLA2 inh	PAFAH2 FP inh	PAFAH1B2 FP inh	ZTA counter
CC(=O)c1sc(-c2ccccc2)cc1N	-7	9	-1	16	·	-3	·	·	-6
CCCCNc1nnc(SCC(=O)N2CCN(S(=O)(=O)c3ccc4ccccc4c3)CC2)s1	-3	2	-3	7	3	-1	-2	5	-9
O=C1CCC(/C=C/c2ccccc2)=NN1Cc1ccccc1Cl	-6	-2	-4	-55	5	0	-2	1	-1
NC(=O)C1CC(=O)N(c2ccc(OCc3ccc(Cl)cc3Cl)cc2)C1 (configuration not stated)	7	2	6	47*	-4	-1	0	5	2
Cc1cccc(N2CCN(C(=O)n3ccnc3)CC2)c1C	-12	33*	1	-4	14	2	7	-1	-5
N#CC1=C(N)C(C#N)(C#N)C(c2cccnc2)C2COCC=C12 (configuration not stated)	0	4	-1	12	8	7	5	3	-8
Cc1nc2nc(COc3ccccc3)nn2c(C)c1Cl	0	4	-3	-1	2	-2	-2	-4	-11
CCCCCCCCCCC[C@@H](C[C@@H]1OC(=O)[C@H]1CCCCCC)OC(=O)[C@H](CC(C)C)NC=O	0	93*	4	7	3	17	80*	10	17
COC(=O)c1cc(C(=O)OCC(=O)NC2CCS(=O)(=O)C2)cc([N+](=O)[O-])c1 (configuration not stated)	7	0	3	-2	4	6	-7	2	1
COc1ccc(C2c3ccc(O)cc3Oc3ncn(CCCO)c(=N)c32)cc1OC (configuration not stated)	-3	0	-4	4	20	-10	24	19	9
Cc1ccc(OCCCCN2CCCCC2)c(Br)c1	-4	3	5	14	4	-3	-1	6	-19
COc1cc(COCC(O)CN2CCCCC2C)cc(OC)c1OC (configuration not stated)	-1	6	2	3	-6	13	-6	1	1
COc1ccc(C(=O)/C=C/c2ccc(OC)c(COc3ccc(F)cc3)c2)cc1	5	5	-3	4	-7	0	-2	-8	6
O=C(COC(=O)c1cc(-c2ccccc2)nc2ccccc12)NCC1CCCO1 (configuration not stated)	6	2	0	-3	2	2	-1	-2	15
CC1=C(C(=O)Nc2ccccc2C)C(c2cccs2)NC(=S)N1 (configuration not stated)	8	0	2	3	6	6	-2	-3	-12
Cc1ccccc1-n1c(SCc2ccccn2)nc2n[nH]c(C)c2c1=N	-1	-1	-1	19	4	-5	3	1	10
Cc1nonc1NC(=O)CSc1nnc(-c2ccoc2C)n1C	10	0	-3	-1	-1	2	-3	0	-6
COc1ccc(C(=O)/C=C/c2ccc(OC)c(Cn3nnc4ccccc43)c2)cc1	7	-3	-10	-3	8	-13	-7	3	-9
CCOc1cc(/C=N\n2nnnc2N)ccc1O	7	-3	2	-2	-1	2	8	11	3
O=C1C2CC=CCC2C(=O)N1c1nc2n(n1)C(c1ccccc1)CC(c1ccccc1)N2 (configuration not stated)	-11	17	-1	27	2	5	11	4	-4
CC(C)(C)OC(=O)N1CCC[C@H]1C(=O)NCc1ccc(Cl)cc1Cl	-1	2	-5	23	14	7	2	11	0
CC(C)NC(=S)N1CCC(Cc2ccccc2)CC1	-7	2	0	6	9	1	3	-1	-2
COC(=O)c1cc2c(ccn2-c2ccc(F)cc2)n1Cc1cccc(OC)c1	-13	-6	2	10	2	-4	-5	-7	-7
O=[N+]([O-])c1ccc(O)c(C(C#Cc2ccccc2)N2CCOCC2)c1 (configuration not stated)	6	3	-2	-12	3	-2	1	1	16
O=C(c1ccc(-c2nc3ccccc3s2)s1)N1CCOCC1	-1	3	2	-1	·	9	·	·	6
COc1ccc2c(c1)c(C(=O)CN1CCN(C(=O)c3ccco3)CC1)c(C)n2C	0	-4	1	14	6	-5	10	-2	9
Cc1ccc(Cl)cc1Nc1nc(-c2sc(NC(=O)c3cccc(Cl)c3)nc2C)cs1	11	6	-16	-2	·	-26	·	·	4
Cc1ccc2c(c1)c(C)c(C)n2CC(O)CN1CCCCC1C (configuration not stated)	-1	0	0	8	6	1	-1	-1	-11
COC(=O)c1[nH]c2ccc(Br)cc2c1NC(=O)CN1CCCc2ccccc21	-8	4	-15	22	2	-12	8	5	-1
CCC(CC)C(=O)Nc1cccc(C(=O)N2CCCC2)c1	-2	-1	0	6	5	3	-3	0	-1

The list is partial; count on the stated rates, not on these rows.
